# Assay outcomes as filed in PubChem.
# EPAC2 agonist – EPAC2 (human) agonism | Q8WZA2 | EPAC2 activation, biochemical qHTS; response scale: 100% = 6.5 mM cAMP response | Potency, µM (doses to about 154 µM), for inactives: top-dose activation, hits mostly activators | 360,000 tested, 0.079% active | AID 720711; further: potency means the concentration at half of the fitted maximal effect; nearly all actives have a fitted effect of over 50% in size
#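 Exchange assay: 100 nM EPAC2 with 250 nM Rap1B-BODIPY-GDP and 50 uM GDP. Fluorescence (ex 480/em 540 nm) read every 5 min for 30 min at room temperature. Data normalized to 6.5 mM cAMP as agonist control.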
# PLK1 PBD inh – inhibitors of human PLK1 polo-box domain binding; P53350; Plk1 PBD binding of FITC phosphopeptide, fluorescence polarization; Potency, µM, for inactives: max response, negative = inhibition, most hits filed as inhibitors; 360,000 tested, 2.8% active; AID 720504; further: potency means the concentration at half of the fitted maximal effect; series mostly up to about 57 µM; on the % scale 0 is the no-effect control and ±100 the full control effect; nearly all actives have a fitted effect of over 65% in size
# WRN helicase inh – WRN helicase (human) inhibition; AID 651768; 360,000 tested, 0.46% active; Q14191; Potency, µM (titrated, usually from 114 µM), for inactives: at the highest dose activity change, negative = inhibition, hits mostly inhibitors; WRN helicase unwinding, fluorescent forked duplex, kinetic; further: potency means the concentration at half of the fitted maximal effect; on the % scale 0 is the no-effect control and ±100 the full control effect; nearly all actives have a fitted effect of over 55% in size
#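 Enzyme (20 nM final) and test compound sit together 15 min at room temperature before substrate addition. Substrate is a single-forked duplex oligonucleotide (100 nM) labelled with fluorophore and quencher, with 2 mM ATP; helicase unwinding raises red fluorescence, read kinetically.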
# PI5P4Ka inh – blocks human PI5P4K alpha kinase activity. AID 652105. PI5P4Kalpha enzyme, ADP-Glo luminescence, 60 min; stronger effect = lower value. 330,000 tested, 1.2% active. P48426. max response, %; active means max response of -50% or lower; inconclusive means between -30% and -50%; inactive means -30% or higher; further: value at the top dose of about 77 µM; on the % scale 0 is the no-effect control and ±100 the full control effect
#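 Luminescence from ADP-Glo served as readout of PI5P4Kalpha activity in a qHTS format. Reaction: enzyme, substrate, compound, ATP at 5 microM final, 60 min at RT.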
# EPAC1 agonist – agonists of human EPAC1; O95398; EPAC1 agonist qHTS, biochemical assay; response scale: 100% = response to 6.5 mM cAMP; Potency, µM (highest dose often 154 µM), inactives show at the highest dose activation, actives largely listed as activators; 360,000 tested, 0.073% active; AID 720707; further: potency means the concentration at half of the fitted maximal effect; nearly all actives have a fitted effect of over 60% in size
# Target sequence (O95398 whole entry, looked up): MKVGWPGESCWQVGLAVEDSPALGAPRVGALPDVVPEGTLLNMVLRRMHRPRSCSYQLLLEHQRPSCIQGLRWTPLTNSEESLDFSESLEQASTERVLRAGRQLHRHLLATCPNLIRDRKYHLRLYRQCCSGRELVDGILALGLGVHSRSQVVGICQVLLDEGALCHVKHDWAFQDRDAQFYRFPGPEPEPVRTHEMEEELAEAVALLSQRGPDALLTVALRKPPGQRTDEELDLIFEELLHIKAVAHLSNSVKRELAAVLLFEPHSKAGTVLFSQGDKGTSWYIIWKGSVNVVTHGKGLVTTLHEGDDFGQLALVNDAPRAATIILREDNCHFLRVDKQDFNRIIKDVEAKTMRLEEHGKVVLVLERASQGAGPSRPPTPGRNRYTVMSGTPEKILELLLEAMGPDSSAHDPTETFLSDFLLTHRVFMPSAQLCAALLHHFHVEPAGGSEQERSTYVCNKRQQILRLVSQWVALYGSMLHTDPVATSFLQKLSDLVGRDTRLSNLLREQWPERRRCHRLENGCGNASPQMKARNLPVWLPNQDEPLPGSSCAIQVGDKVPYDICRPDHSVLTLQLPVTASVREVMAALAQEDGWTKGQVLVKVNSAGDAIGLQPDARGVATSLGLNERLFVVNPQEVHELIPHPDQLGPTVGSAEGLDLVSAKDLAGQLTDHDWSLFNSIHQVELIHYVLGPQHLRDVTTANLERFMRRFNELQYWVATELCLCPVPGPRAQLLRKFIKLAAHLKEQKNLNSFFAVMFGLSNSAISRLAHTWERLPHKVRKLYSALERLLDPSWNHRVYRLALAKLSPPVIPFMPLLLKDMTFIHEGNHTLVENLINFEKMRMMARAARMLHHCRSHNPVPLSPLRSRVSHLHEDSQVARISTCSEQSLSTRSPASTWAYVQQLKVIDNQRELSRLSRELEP
#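 EPAC1 100 nM, Rap1B–BODIPY-GDP 250 nM, unlabeled GDP 50 uM; compound titration; 5 min RT; kinetic read ex480/em540 at 5-min intervals ×30 min; data normalized to 6.5 mM cAMP agonist control.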
# EPAC1 antagonist – blocks human EPAC1 exchange factor | O95398 | EPAC1 GEF assay, Rap1b-BODIPY-GDP exchange fluorescence | Potency, µM (titrated, usually from 115 µM), inactives show top-dose activity change, negative = inhibition, usual class: inhibitors | 360,000 tested, 0.14% active | AID 720709;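 further: potency means the concentration at half of the fitted maximal effect; plate controls were vehicle for no effect and positive control for full effect; nearly all actives have a fitted effect of over 50% in size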
# IL-2 act – activators of IL-2; 360,000 tested, 0.065% active; IL-2 activation reporter assay, cell-based qHTS; stimulated with anti-CD3/CD4/CD28 beads; in transgenic mouse T cells; activation, % (series mostly up to about 46 µM); in the data active means activation above about 50%; inconclusive means mostly about 30% to 49%; further: 0% is about no effect
#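 Unstimulated transgenic mouse T cells preincubated 60 min with compound, then stimulated with anti-CD3/anti-CD4-coated beads plus anti-CD28 for 18 h at 37 degrees C. IL-2 response read as EGFP and DsRed fluorescence by plate cytometry.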
# CCT modulator – changes cytosolic chaperonin activity; purified chaperonin ATPase assay, HTRF ADP detection, 30 min; 360,000 tested, 0.3% active; activity change, % (concentration not given with the values), hits read low; in the data active means activity change below about -30%; further: on the % scale 0 is the no-effect control and ±100 the full control effect
#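 TRiC at 40 or 20 nM final (batch-dependent) in 30 mM Tris pH 7.4, 100 mM KCl, 5 mM MgCl2, 1 mM DTT, with compound at single 76 uM and 10 uM ATP, 30 min at 37 deg C. ADP detected by HTRF Transcreener, 665/615 ratio.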
# An asterisk follows results filed as active; ? = inconclusive; . = no result given; [ ] = another dose, or the depositor's remark. Unless noted, the call rests on the fitted dose curve; in most records, active means well fitted curve in the direction sought with a large enough effect; inconclusive means small, poorly fitted or top-dose-only effect, or another doubt; inactive means no such curve, though single readings can be large; an effect the other way counts as inactive or inconclusive. These rows are one share of the data; count on the stated rates, not on these rows.
cpd	Molecule	EPAC2 agonist	PLK1 PBD inh	WRN helicase inh	PI5P4Ka inh	EPAC1 agonist	EPAC1 antagonist	IL-2 act	CCT modulator
1	CCOC(=O)C(=O)/C(=C\N(C)C)c1onc(-c2ccccc2)c1C(=O)OC	-5%	-17%	-38%[57.1 µM]	-1	13%	3%	-1.6	-0.8
2	CC(=O)c1cccc(NC(=O)COC(=O)Cn2cnc3ccccc32)c1	9%	-6%	-1%	0	3%	-2%	-0.4	0.9
3	CC1CCCCN1C(=O)Cn1cc(C(=O)c2ccco2)c2ccccc21 (centres undefined)	-3%	-8%	0%	1	-2%	9%	0.2	-2.6
4	O=C(NCc1ccncc1)C(=O)NCC(c1ccco1)N1CCN(c2ccc(F)cc2)CC1 (centres undefined)	-4%	-12%	11%	1	-2%	-21%	-2.4	-2.9
5	COC(=O)c1sc2nc(C)nc(SCC(=O)Nc3sccc3C(N)=O)c2c1C	3%	-13%	-4%	-3	3%	-13%	-0.6	1.6
6	C/C(=N/NC(=O)CNC(=O)Cc1ccccc1)c1ccc(Cl)cc1	10%	-3%	2%	1	2%	5%	-1.4	-1.0
7	Cn1c(N)c(C(=O)COC(=O)c2cc(S(=O)(=O)NCc3ccccc3)ccc2O)c(=O)n(C)c1=O	1%	3%	-24%	-1	-1%	-1%	-1.9	-5.8
8	CC(C)C(=O)NC(NC(=O)C(C)C)c1ccc([N+](=O)[O-])cc1	12%	0%	-11%	3	-3%	-6%	2.5	-2.6
9	COC(=O)c1c(NC(=O)CSc2nnc(-c3cccnc3)n2Cc2ccco2)sc(C)c1C	5%	-6%	0%	0	2%	-5%	-2.4	-1.4
10	COc1ccc(N2CCN(C(=O)COC(=O)CCc3ccccc3)CC2)cc1	-2%	4%	-5%	0	4%	5%	2.5	-2.5
11	Cc1ccccc1OCC(O)CN1CCC(C)CC1 (centres undefined)	8%	-4%	-24%[57.1 µM]	-2	7%	-19%	1.3	-0.6
12	CN(C)c1nc(N)c(C#N)c(C#N)c1C#N	5%	27µM*	-3%	-3	-8%	-13%	-1.8	-1.8
13	CC(=O)Nc1cc(C(=O)NCCN2CCN(Cc3ccccc3)CC2)ccc1Sc1ccc(C)cc1	17%	-12%	2%	-2	6%	-5%	-1.8	-3.3
14	O=C(NCCCN1CCOCC1)c1cccc(S(=O)(=O)Nc2cc(Cl)ccc2Cl)c1	-5%	-3%	-4%	-2	-1%	-5%	-0.1	0.9
15	O=C(CNC(=O)Cc1ccccc1)NCC(=O)OCC(=O)c1ccccc1Cl	1%	0%	6%	.	-2%	-6%	-3.0	-2.6
16	COc1ccc(C(=O)NC(=O)COC(=O)c2ccc(C)o2)cc1	2%	-2%	-3%	0	-3%	12%	0.5	-0.3
17	Cc1cccc(CC2(O)C(=O)Nc3ccccc32)n1 (centres undefined)	3%	1%	10%	-1	8%	-18%	-2.5	-2.4
18	Cc1ccc(-n2cc(-c3ccccc3)c3c(N4CCN(C)CC4)ncnc32)cc1	20%	-11%	-10%	28	7%	-15%	-0.6	-2.1
19	Cc1ccc(Cl)c(OCC(=O)NCc2ccco2)c1	11%	-11%	-8%	.	-1%	3%	-2.4	-0.2
20	COc1cc(NC(=O)CCc2nnc3ccc(N4CCN(C)CC4)nn23)cc(OC)c1	5%	-9%	-3%	3	10%	5%	0.4	-3.5

cpd	Molecule	EPAC2 agonist	PLK1 PBD inh	WRN helicase inh	PI5P4Ka inh	EPAC1 agonist	EPAC1 antagonist	IL-2 act	CCT modulator
21	CCCCNc1c(-c2ccc(-c3ccc(C(C)=O)cc3)c(OC)c2)nc2cc(C)ccn12	-2%	4%	-2%	-2	-19%	-1%	-0.7	0.2
22	Cc1cccc(OCCC(=O)N(C)CC(=O)Nc2cccc3ccccc23)c1	7%	-9%	-6%	1	-1%	-12%	-0.4	-0.4
23	C=CCN(Cc1ccco1)S(=O)(=O)c1ccc(Cl)cc1	3%	-22%	-9%	-18	3%	-16%	-1.2	-1.2
24	Cn1nnc(NC(=O)CSc2ncn[nH]2)n1	-1%	-1%	0%	-1	-4%	9%	-2.7	0.0
25	CC1=C(C)CS(=O)N(c2ccc(S(N)(=O)=O)cc2)C1 (centres undefined)	8%	1.5µM*	?	5	5%	3%	-3.0	0.1
26	CC(=O)NC(Cc1ccc(F)cc1)C(=O)NC1CCN(C(=O)Nc2ccccc2C)CC1 (centres undefined)	0%	7%	4%	-4	-4%	8%	-0.2	0.9
27	O=C(CSc1nnc(-c2ccncc2)o1)Nc1cc(F)ccc1F	0%	-3%	-14%	-9	1%	-9%	-2.8	-119*
28	COc1ccc2oc(C(=O)NC3(C)CCS(=O)(=O)C3)c(C)c2c1 (centres undefined)	-6%	-23%	?	-5	-6%	-20%	-0.4	-3.0
29	CN(CCc1ccccn1)C(=O)CC1C(=O)NCCN1Cc1ccccc1C(F)(F)F (centres undefined)	6%	-3%	7%	-3	5%	10%	1.0	1.7
30	C[C@H](CO)N1C[C@H](C)[C@H](CN(C)C(=O)NC2CCCCC2)Oc2cc(-c3cccnc3)ccc2S1(=O)=O	-4%	-8%	0%	0	-2%	8%	2.9	-1.0
31	Cc1cc(Br)c(NC(=O)COn2nnc3ccc(S(C)(=O)=O)cc32)c(Br)c1	11%	5%	-17%	-5	-3%	-6%	-2.0	-1.4
32	N#Cc1c(-c2ccc(F)cc2)nc(-c2ccccc2)[nH]c1=O	-1%	-14%	2%	-6	10%	-12%	-2.5	-2.8
33	O=C(Oc1ccc(C(=S)N2CCOCC2)cc1)c1ccc([N+](=O)[O-])cc1[N+](=O)[O-]	13%	-6%	8%	-9	3%	15%	5.1	-0.6
34	NC(=O)c1ccc(NC(=O)c2ccc(CN3CCOCC3)cc2)cc1	-4%	-4%	3%	1	0%	-10%	-1.3	-1.2
35	O=C(/C=C/c1ccc2c(c1)OCO2)N1CCN(c2ccc(Cl)cc2)CC1	-8%	-4%	-7%	-5	-11%	6%	0.0	1.1
36	O=C(CSc1ncccc1C(=O)O)c1ccc2ccccc2c1	0%	-9%	-4%	.	-1%	1%	1.0	-0.8
37	O=C(COc1ccccc1C(=O)O)NC1CCCc2ccccc21 (centres undefined)	12%	-8%	19%	6	11%	-21%	1.8	-5.3
38	CSc1nnc(C)c(=O)n1COC(=O)/C=C/c1ccc2c(c1)OCO2	15%	?	-4%	-6	5%	-8%	-0.5	-2.3
39	Cc1cccc(NC(=O)CSCC(=O)OCc2ccccn2)c1	11%	-19%	-16%	4	1%	-14%	-0.3	-0.1
40	CC(=O)NC1=NN(C(C)=O)C(c2ccccc2)S1 (centres undefined)	5%	4.7µM*	?	?	8%	-7%	-4.3	0.5

cpd	Molecule	EPAC2 agonist	PLK1 PBD inh	WRN helicase inh	PI5P4Ka inh	EPAC1 agonist	EPAC1 antagonist	IL-2 act	CCT modulator
41	COc1cc2c(C#N)c(N3CCOCC3)nc(N)c2c(N)n1	14%	-6%	-4%	-9	6%	5%	-0.4	0.8
42	COC(=O)c1cn(C(=O)c2cc(C)cc(C)c2)c2ccccc12	8%	21µM*	13%[57.1 µM]	-12	10%	-19%	0.1	-1.1
43	CC(C)(C)c1ccc(Cn2ccc(-c3ccc4c(c3)OCO4)n2)cc1	1%	-1%	-10%	4	8%	3%	-2.4	2.3
44	CCCN(C(=O)CSc1n[nH]c(-c2ccc(OC)cc2)n1)c1c(N)n(Cc2ccccc2)c(=O)[nH]c1=O	-1%	3%	-11%	2	-2%	-12%	-0.2	3.5
45	CCC1(CC(C)C)SC(N)=NC1=O (centres undefined)	1%	2%	2%	2	-2%	9%	-5.0	-0.3
46	O=C(CN1CCC(O)(c2ccccc2)CC1)Nc1ccc2c(c1)OCCO2	8%	-19%	10%	-7	-2%	-13%	-4.1	-0.6
47	CN(CCCC1CCCC1)C(=O)CC1C(=O)NCCN1Cc1ccc(F)cc1 (centres undefined)	-13%	-13%	-29%	0	-5%	1%	-1.1	-2.1
48	CC(c1ccccc1)c1nnc(N)s1 (centres undefined)	2%	-1%	4%	-4	-5%	-20%	0.8	-0.2
49	COC(=O)[C@H](Cc1ccccc1)NC(=O)N1CCCCCC1	5%	3%	-2%	1	8%	-3%	-0.4	-2.2
50	Cc1ccc(OCC(=O)N(Cc2ccccc2)C(C)C)c([N+](=O)[O-])n1	4%	0%	-1%	3	-2%	7%	-0.2	-0.4
51	CCC(C(=O)Nc1cc(C)nn1-c1nc(C)cc(C)n1)c1ccccc1 (centres undefined)	-7%	-9%	12%[57.1 µM]	-3	3%	-1%	-3.2	-2.5
52	CCOC(=O)N1CCN(c2ccc(Cl)cc2)CC1	8%	-5%	-20%	5	-2%	-23%	0.0	-1.8
53	COc1cccc(C(=O)NC2=NCCS2)c1OC	-2%	4%	-7%	.	5%	-1%	0.8	0.1
54	COc1ccc(SC[C@H](Cc2ccccc2)N2CC[C@@H](C(C)(C)C)CCC2=O)cc1	5%	?	1%	8	6%	-17%	-4.0	1.3
55	CN(CC(=O)Nc1cccc2ccccc12)C(=O)c1ccc(NC(=O)CC#N)cc1	3%	-5%	3%	?	8%	-7%	-0.6	-0.7
56	N=C1C(c2nc3ccccc3[nH]2)=C(O)CN1c1ccccc1	5%	-2%	-14%	1	0%	-8%	-3.3	12
57	CN(Cc1ccco1)C(=O)CSc1nc(C2CC2)n(-c2ccccc2)n1	5%	-12%	-18%	-24	?	-11%	-0.9	-0.3
58	CC(=O)Nc1ccc(Oc2ccc([N+](=O)[O-])cc2Cl)cc1	10%	?	-7%	-7	10%	-9%	0.1	-4.5
59	CC(=O)Oc1ccc(C(=O)Nc2cccnc2)cc1	8%	6%	1%	-9	-14%	7%	0.0	-1.5
60	COc1ccc(OC)c(-c2cc(C(=O)Nc3ccc(F)cc3F)no2)c1	3%	-12%	-6%	2	9%	?	7.0	-1.9

cpd	Molecule	EPAC2 agonist	PLK1 PBD inh	WRN helicase inh	PI5P4Ka inh	EPAC1 agonist	EPAC1 antagonist	IL-2 act	CCT modulator
61	O=C(CN1C(=O)C2C3C=CC(C3)C2C1=O)NCCC1=CCCCC1 (centres undefined)	-1%	-26%	-34%[57.1 µM]	0	-2%	-4%	-0.7	-1.6
62	COc1cccc(C(c2c(NC(=O)c3ccco3)sc(C)c2C)N2CCOCC2)c1 (centres undefined)	11%	1%	-5%	5	5%	12%	1.1	-0.2
63	COc1ccc2nc(C)cc(N3CCOCC3)c2c1	3%	-4%	0%	.	0%	6%	-2.0	-0.4
64	CCOc1ccccc1OCC(=O)N/N=C(\C)Cc1ccc(OC)cc1	-12%	-12%	9%	1	3%	-8%	0.6	-1.1
65	CN(C)CCN(C(=O)/C=C/c1cccs1)c1nc2ccc(Br)cc2s1	8%	-7%	-2%	1	6%	-7%	-0.2	-1.8
